FUS suppressor – FUS proteinopathy suppression in yeast. Potency, µM (doses to about 76.6 µM), for inactives: at the highest dose growth rescue (activation), usual class: activators. actives 0.24% (n = 390,000). S. cerevisiae FUS-expressing, growth rescue, OD600, 24 h;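 also: plate controls were DMSO vehicle for no effect and reference control for full effect; nearly all actives have a fitted effect of over 55% in size; some results filed as inactive show a strong effect at the top dose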
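Quantitative HTS measuring growth restoration of FUS-toxic yeast. Galactose-induced cells (OD 0.005) were exposed 24hr at 30C to compounds at several concentrations, then absorbance at 600 nm was recorded.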
TDP43 rescue – TDP-43 toxicity inhibition in yeast. TDP-43 expressing yeast growth rescue, BacTiter-Glo, 24 h. Potency, µM (top dose mostly 46.1 µM), inactives show at the highest dose growth rescue (activation), most hits filed as activators. actives 1.8% (n = 410,000); also: % of control where 0% means no effect; nearly all actives have a fitted effect of over 50% in size
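Galactose-induced TDP-43 yeast, OD600=0.02, compound pinned; 24 hr, 30 deg C; BacTiter-Glo luminescence for growth. Inhibitors of TDP-43 toxicity read as activators.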
PTHR1 agonist – PTHR1 (human) receptor agonism; Q03431; HEK293 GP2 PTHR1 cells, GloSensor cAMP luminescence, 1 h; Potency, µM (highest dose often 115 µM), for the others: at the top dose activation, most hits filed as activators; actives 0.075% (n = 410,000); AID 743266; also: nearly all actives have a fitted effect of over 55% in size; some results filed as inactive show a strong effect at the top dose; inactives centre near -15; many of its hits are not listed in these tables
Target sequence (Q03431 whole entry, looked up): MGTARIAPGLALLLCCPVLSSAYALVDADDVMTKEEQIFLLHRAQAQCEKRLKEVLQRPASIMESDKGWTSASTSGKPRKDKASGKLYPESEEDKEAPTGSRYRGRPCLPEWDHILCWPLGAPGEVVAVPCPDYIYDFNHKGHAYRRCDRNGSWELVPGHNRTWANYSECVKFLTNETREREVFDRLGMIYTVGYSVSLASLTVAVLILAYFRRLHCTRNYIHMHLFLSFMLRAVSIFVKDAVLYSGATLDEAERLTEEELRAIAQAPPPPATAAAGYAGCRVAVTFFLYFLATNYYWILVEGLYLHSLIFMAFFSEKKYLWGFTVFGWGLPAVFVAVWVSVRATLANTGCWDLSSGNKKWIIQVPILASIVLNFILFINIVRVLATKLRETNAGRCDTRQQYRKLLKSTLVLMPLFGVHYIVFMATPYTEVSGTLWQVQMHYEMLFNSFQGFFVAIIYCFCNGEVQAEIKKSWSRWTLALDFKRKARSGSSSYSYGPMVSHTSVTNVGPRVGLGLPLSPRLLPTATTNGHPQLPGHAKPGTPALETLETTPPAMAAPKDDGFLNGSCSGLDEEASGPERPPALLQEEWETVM
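HEK-293-derived GP2 cells expressing PTHR1 and a GloSensor cAMP reporter, 3,000/well, plated overnight, given luciferin plus IBMX (each 0.5 mM as added) for 1 h at 37 °C, then compound for 1 h at 37 °C. Luminescence was read after 15 min at room temperature.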
The depositor's hits bear a star; i = inactive; u = inconclusive; [ ] = dose if it differs, or a comment. Calls follow the shape of the dose curve; as a rule, active = well fitted curve in the direction sought with a large enough effect; inconclusive = small, poorly fitted or top-dose-only effect, or another doubt; inactive = no such curve, though single readings can be large; an effect the other way counts as inactive or inconclusive. Potency is read from the fitted curve at half-maximal effect.

Under each structure: PTHR1 agonist, TDP43 rescue, FUS suppressor
COc1ccc(C(=O)Nc2nnc(S(=O)(=O)N3CCN(c4ccc(C)cc4)CC3)s2)cc1
→ -5%, 16%, 8%
CCCOc1ccc(Cn2c(=O)sc3ccccc32)cc1
→ i, u, -1%
COc1ccc(N2CCN(C(=O)c3ccc4c(c3)N(Cc3ccc(F)cc3)C(=O)c3ccccc3S4=O)CC2)cc1 (stereo not drawn)
→ -29%, 9%, 21%
CCOC(=O)CCc1c(C)nc2cc(-c3cc(OC)cc(OC)c3)[nH]n2c1=O
→ -24%, 11%, -21%
Cc1ccc(NC(=O)C2CCCN(c3nc4ccccc4s3)C2)c(C)c1 (stereo not drawn)
→ -74%[inhibitor], 15%, -25%
CCc1ccc(CNC(=O)c2cc(-c3ccc(Cl)s3)nc3ccccc23)cc1
→ 23%, 18%, 11%
CCN(Cc1ccc(OC)cc1)c1ccc(-c2nc(-c3ccncc3)no2)cc1[N+](=O)[O-]
→ -24%, u, u
Cc1oc2ncnc(N3CCOCC3)c2c1C(=O)Nc1ccc(Br)cc1F
→ i, 20%, -4%
COc1ccc(Cl)cc1NC(=O)c1ccc2c(c1)CCCN2S(C)(=O)=O
→ -15%, u, u
COc1ccc(-n2ncc(C(=O)NCc3cccs3)c2C2CCN(C(=O)OC(C)(C)C)CC2)cc1
→ -4%, 16%, u
CCOc1ccc(-c2nnc(SCC(=O)NCc3ccc(C)cc3)nc2-c2ccc(OCC)c(OC)c2)cc1OC
→ i, 24%, u
Cc1c(Cl)cccc1NC(=O)COCc1cc(-c2ccc3c(c2)OCO3)on1
→ i, 10%, -7%
Cc1ccc(N2CC(c3nnc(NC(=O)c4ccco4)s3)CC2=O)cc1C (stereo not drawn)
→ -41%[inhibitor], 14%[9.22 µM], -16%
Cc1ccc2c(=O)cc(C(=O)Nc3ccc(S(=O)(=O)N(C)Cc4ccccc4)cc3)oc2c1
→ -17%, -6%, -11%
COc1ccc(-c2nnc(SCC(=O)NCCc3ccccc3)nc2-c2ccc(OC)cc2)cc1
→ -22%, 0%, -12%
CCc1cccc(NC(=O)Cn2ccn3nc(-c4ccc(OC)c(OC)c4)cc3c2=O)c1
→ i, 29%, -6%
Cn1c(SCc2ccc(F)cc2)nc2ccc(C(=O)NCc3ccc(F)cc3)cc21
→ -50%[inhibitor], -2%, u
COc1ccc(C)cc1NC(=O)c1ccc2c(c1)CCN2S(=O)(=O)c1ccc(Cl)cc1
→ i, 12%, 16%
O=C(Cn1c(=O)n(-c2ccccc2)c(=O)c2sc3ccccc3c21)N1CCCC1
→ i, 1%, -20%
Cc1ccc(C2Nc3ccccc3-n3c(-c4ccccc4)c4c(=O)n(C)c(=O)n(C)c4c32)cc1 (stereo not drawn)
→ i, 16%, 0%
COc1ccc(CNC(=O)c2sc3nc4n(c(=O)c3c2C)CCCCC4)cc1
→ i, u, 31%
Cc1ccc(Cn2c(=O)n(Cc3ccccc3Cl)c(=O)c3ccccc32)cc1
→ -3%, 22%, -14%
COCCNC(=O)c1ccc2c(c1)N(Cc1cc(C)ccc1C)C(=O)c1ccccc1S2=O (stereo not drawn)
→ -15%, -2%, 30%
COc1cccc(-c2nc(S(=O)(=O)c3ccc(C)cc3)c(N3CCCCCC3)o2)c1
→ -14%, 11%, 27%
COc1ccc(N2CCN(C(c3ccccc3F)c3sc4nc(-c5ccco5)nn4c3O)CC2)cc1 (stereo not drawn)
→ -25%, 18%, -3%
COc1cc(NC(=O)CSc2nc3ncccc3o2)cc(OC)c1
→ -25%, 15%, -3%
CC(C)c1cc(-c2nc(-c3ccc(Cl)cc3)no2)n[nH]1
→ -47%[inhibitor], 12%, -13%
COC(=O)c1ccccc1NC(=O)N1CCC(n2c(C)nc3cccnc32)CC1
→ i, 16%, -7%
Cc1cc(Nc2cccc(C(F)(F)F)c2)ncn1
→ -24%, 14%, 1%
COc1ccc(-c2cc(C(=O)NC(C)c3ccccc3)c3cc(C(C)C)ccc3n2)cc1 (stereo not drawn)
→ -23%, 13%, -22%
CCc1ccc(CNC(=O)c2ccc3c(c2)N=C(C)c2cc(C)ccc2S3)cc1
→ -48%, 7%, 41%
CC(C)OCCCNC(=O)c1ccc(CSc2nc3cccnc3n2Cc2ccccc2)cc1
→ -4%, -3%, 8%
Cc1cccc(OC(=O)c2cc(-c3ccc4c(c3)OCCO4)on2)c1C
→ i, -3%, -1%
Cn1c(-n2cccc2)c(-c2c(-c3ccccc3)[nH]c3c2c(=O)n(C)c(=O)n3C)c(=O)n(C)c1=O
→ -16%, 30%, -8%
CCCOc1ccc(CNC(=O)c2cc3oc4ccccc4c3n2C)cc1
→ -58%[inhibitor], 7%, 0%
COc1cc(-c2ccno2)ccc1S(=O)(=O)N1CCN(c2ccc(F)cc2)CC1
→ -1%, 25%, -16%
O=C(Cn1c(-c2cccs2)cc2ccccc21)NCCCN1CCN(c2cccc(Cl)c2)CC1
→ -52%[inhibitor], -5%, 10%
Cc1ccc(CNS(=O)(=O)c2ccc(F)c(C(=O)Nc3ccc(C)c(F)c3)c2)cc1
→ i, 4%, 4%
COc1ccccc1NC(=O)Cn1c(SCC(=O)Nc2ccc(F)cc2)nc2ccccc21
→ i, 8%, -20%
CCc1ccc(NC(=O)Cn2c(=O)nc(-c3ccccc3F)c3cc(Cl)ccc32)cc1
→ -20%, 21%, -8%
CCOC(=O)c1ccc(NC(=O)C2CCCN(c3ncnc4onc(-c5ccc(F)cc5)c34)C2)cc1 (stereo not drawn)
→ -60%[inhibitor], 28%, -7%
O=C(CCCc1ccccc1)NC1CC(=O)N(c2cccc(F)c2)C1 (stereo not drawn)
→ i, 17%, -11%
COc1cc2c(c(OC)c1)C(c1cc(OC)c(OC)c(OC)c1)CC(=O)N2 (stereo not drawn)
→ -21%, 18%, -2%
CC(C)Cc1nn2cc(-c3cccc(Br)c3)nc2s1
→ -45%[inhibitor], u, 6%
Cn1cc(S(=O)(=O)c2ccccc2)c(=O)c2cc(F)c(N3CCN(c4ccccc4)CC3)cc21
→ 6%, 10%, -16%
COc1cc(NC(=O)c2cc(C3CC3)nc3c2c(C)nn3-c2ccc(C)cc2)cc(OC)c1
→ i, 7%, -2%
Cn1c(=O)c2c(nc(SCC(=O)Nc3ccc(F)cc3)n2Cc2ccccc2)n(C)c1=O
→ i, -5%, -7%
O=C(COc1ccc(F)cc1)Nc1ccc(S(=O)(=O)N(Cc2ccccc2)c2ccccc2)cc1
→ i, -3%, 15%
COc1ccc(-c2nc(CSCC(=O)N3CCN(c4cccc(C)c4C)CC3)c(C)o2)cc1OC
→ i, u, 25µM*
CCC(=O)N1c2ccccc2CC1C(=O)NCc1ccc(CC)cc1 (stereo not drawn)
→ -30%, 3%, -24%
COc1ccc(CCNC(=O)c2ccc3c(c2)N(Cc2c(F)cccc2Cl)C(=O)CS3)cc1OC
→ -39%[inhibitor], 6%, 14%
CC(C)c1ccc(NC(=O)Cn2c(=O)n(CC3CCC(C(=O)NCCc4ccccc4)CC3)c(=O)c3ccccc32)cc1 (stereo not drawn)
→ -20%, 13%, 10%
Cc1ccc(CN2CCc3nc(N4CCN(c5ccccc5F)CC4)ncc3C2)s1
→ -55%[inhibitor], 11%, -6%
O=C(Oc1ccc(F)cc1)c1nc(SCc2ccc(F)cc2)ncc1Cl
→ 16%, 13%, -22%
COc1ccc(NC(=O)Cn2c(-c3ccc(F)cc3)cc(C(C)=O)c2C)c(OC)c1
→ i, 1%, -6%
Clc1cccc(N2CCN(c3c4c(nc5nncn35)CCC4)CC2)c1
→ i, 18µM*, -5%
COc1ccc(C(=O)c2cn(Cc3cccc(C)c3)c3cc4c(cc3c2=O)OCCO4)cc1OC
→ i, 18%, u
COc1cc(OC)cc(C(=O)Nc2ccc(-c3nc4cc(C(C)C)ccc4o3)cc2)c1
→ -76%[inhibitor], u, 36%
COc1ccc(S(=O)(=O)N(CC(=O)N(C)Cc2ccccc2)c2ccc(Cl)cc2)cc1
→ -14%, 12%, 43%
O=C(NC1CCCC1)c1c[nH]c2ccc(S(=O)(=O)Nc3cccc(C(F)(F)F)c3)cc2c1=O
→ i, -1%, 1%

(more compounds)
Under each structure: PTHR1 agonist, TDP43 rescue, FUS suppressor
COc1cccc(NC(=O)CCN2CCN(c3ccccc3)CC2)c1
→ -6%, 13%, 0%
O=C(CC1N=C2c3ccccc3N=C(SCc3ccccc3Cl)N2C1=O)NC1CCCCC1 (stereo not drawn)
→ -44%, u, 3%
CCOc1ccc(C2c3c(oc4ccc(C)cc4c3=O)C(=O)N2Cc2ccc3c(c2)OCO3)cc1OC (stereo not drawn)
→ i, -12%, -3%
CCOc1ccc(NS(=O)(=O)c2ccc(NC(=O)N3CCCC3)cc2)cc1
→ -9%, 8%, 8%
CCc1cnc2c(c1SCC(=O)Nc1cc(Cl)ccc1OC)c(=O)n(C)c(=O)n2C
→ i, 5%, -3%
CCc1cccc(-n2c(=O)c3cccnc3n2CC(=O)Nc2ccc(OC)c(Cl)c2)c1
→ -28%, 15%, -3%
Cc1ccc(C(=O)/C=C/c2cn(CC(O)CN3CCCCCC3)c3ccccc23)cc1 (stereo not drawn)
→ 27%, -10%, 43%
COc1ccc(C(=O)NCCc2csc(-c3ccc(Cl)cc3)n2)cc1
→ -31%[inhibitor], u, -9%
Cc1ccc(-c2nn(-c3ccc(F)cc3F)c3c2cnc2c(F)cccc23)cc1
→ i, u, -28%
O=c1c2cccnc2n(Cc2cccc(F)c2)c(=O)n1Cc1ccccc1Cl
→ -34%[inhibitor], 11%, -1%
COc1ccc(NC(=O)CCc2nnc3n(CC(C)C)c(=O)c4ccccc4n23)cc1OC
→ i, u, 4%
COc1cc(-c2nc3ccc(Cl)cn3c2Nc2ccc3c(c2)OCCO3)ccc1O
→ i, 0%, 22%
Cc1ccccc1-c1nc(CNC(=O)Nc2ccccc2)c(C)o1
→ -3%, 0%, -20%
O=C(NCC(c1cccnc1)N1CCN(c2ccccc2F)CC1)C(=O)Nc1ccc(F)cc1F (stereo not drawn)
→ -41%[inhibitor], 23%, -3%
Cc1ccc(C)c(CN2C(=O)c3ccccc3S(=O)(=O)c3ccc(C(=O)N(C)C4CCCCC4)cc32)c1
→ -9%, u, 38%
CCOC(=O)c1c(C)[nH]c(C)c1S(=O)(=O)N(C)CC(=O)Nc1cccc(C(F)(F)F)c1
→ -4%, 18%, -3%
CCOc1cc(-c2ccc(OC(=O)c3ccc(OC)cc3)c(OC)c2)cc(=O)c2c(C)oc(C)c12
→ i, 0%[9.22 µM], u
O=C(Cn1cc(SCc2ccc(C(F)(F)F)cc2)c2ccccc21)N1CCOCC1
→ -43%[inhibitor], -12%, 43%
COc1ccc(-n2c(SCC(=O)NCc3ccccc3)nc3ccsc3c2=O)cc1
→ -38%[inhibitor], 7%, 23%
CC(C)CCNC(=O)c1c[nH]c2ccc(S(=O)(=O)Nc3cccc(C(F)(F)F)c3)cc2c1=O
→ -23%, 10%, 1%
CN(C(=O)CSc1nc2ccc(NC(=O)COc3ccccc3)cc2s1)c1ccccc1
→ u, 27%, u
COC(=O)CNC(c1ccccc1)c1cc(Br)ccc1NC(=O)c1ccccc1 (stereo not drawn)
→ i, u, 34%
COc1ccccc1NC(=O)c1ccc(CN2C(=O)C(C)=C(c3ccc(C)c(C)c3)S2(=O)=O)cc1
→ -17%, u, 13%
Cc1cc(N2CCN(c3cccc(C)c3C)CC2)n2cnnc2n1
→ i, 22µM*, 7%
CCN(CC)CCOC(=O)c1ccc(NC(=O)c2cc3c(=O)n(CC)c4ccccc4c3s2)cc1
→ u, -23%, 20%
CC1CCCN(C(=O)Cn2c(=O)n(CC3CCC(C(=O)NC(C)C)CC3)c(=O)c3sccc32)C1 (stereo not drawn)
→ u, -4%, -15%
CCc1cccc(NC(=O)Cn2c(-c3ccc(F)cc3)cc(C(C)=O)c2C)c1
→ -3%, 11%, u
Cc1cc(S(=O)(=O)C(CNC(=O)c2ccc(F)c(F)c2)c2cccs2)ccc1F (stereo not drawn)
→ -11%, 26%, -8%
COc1ccc(NC(=O)C(=O)NCCc2sc(-c3ccc(Cl)cc3)nc2C)cc1
→ i, 21%, 13%

Profiles, looked up by structure:
CCc1ccc(NC(=O)Cn2c(=O)nc(-c3ccccc3F)c3cc(Cl)ccc32)cc1 in the list: PTHR1 agonist = -20%; TDP43 rescue = 21%; FUS suppressor = -8%
CC(C)c1cc(-c2nc(-c3ccc(Cl)cc3)no2)n[nH]1 in the list: PTHR1 agonist = -47%[inhibitor]; TDP43 rescue = 12%; FUS suppressor = -13%

Compound activity deposited in PubChem by National Center for Advancing Translational Sciences (NCATS).

Not all compounds are listed. The share of hits here may be higher or lower than overall.
